# Bioassay records deposited in PubChem BioAssay by several laboratories.
# Granule exo inh = LAMP-1 surface exposure blockers, TALL-104 cells – cell-based, flow cytometry, MLPCN library, primary screen; TALL-104 LAMP-1 surface exposure; cells stimulated with thapsigargin and PMA; inhibition, % at 10 µM; 360,000 compounds, 0.66% hits;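 active = inhibition above about 55%, limit read from the data; inconclusive = no clear call, values can overlap the other calls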
# CaV13 FRET inh = Primary screen for inhibitors of IQ motif and Ca2+-dependent inactivation inhibitor domain binding in CACNA1D, Förster resonance energy transfer in living cells, …; HEK cells, CFP/YFP FRET ICDI-IQ, plate reader, 10 min; percent FRET-ratio fall versus neutral wells; inhibition, % at 12.3 µM; AID 743397; 340,000 compounds, 0.098% hits;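 active = mean replicate inhibition of at least 30% and at least 1% of replicates passing that level; inconclusive = only one of the two criteria is met; inactive = neither criterion is met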;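 also: 0% = median of the neutral control wells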
# hiPSC survival = enhancers of single-cell hiPSC survival, primary screen, ATPlite luminescence. survival enhancement, % at 20 µM. AID 602274, 2012. 100% = ROCK inhibitor wells, 0% = DMSO. 360,000 compounds, 0.044% hits; in the data active = survival enhancement above about 18%;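 also: cells exposed to compounds for 16 hours before the ATP read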
# HTR2A ag = mouse Htr2a agonists via beta-arrestin recruitment, primary screen, cell-based, luminescence; 5-hydroxytryptamine receptor 2A (Mus musculus), P35363; CHO-K1 mHTR2A beta-arrestin complementation; percent of 30 µM serotonin response; activation, % at 7.6 µM; 360,000 compounds, 0.66% hits;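 active = activation above a run cutoff, the mean activation of all tested compounds plus 3 SD, cut at about 14% in these data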;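 also: 0% = plate median of compound wells and 100% = 30 µM serotonin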
# Target sequence (P35363 whole entry, looked up): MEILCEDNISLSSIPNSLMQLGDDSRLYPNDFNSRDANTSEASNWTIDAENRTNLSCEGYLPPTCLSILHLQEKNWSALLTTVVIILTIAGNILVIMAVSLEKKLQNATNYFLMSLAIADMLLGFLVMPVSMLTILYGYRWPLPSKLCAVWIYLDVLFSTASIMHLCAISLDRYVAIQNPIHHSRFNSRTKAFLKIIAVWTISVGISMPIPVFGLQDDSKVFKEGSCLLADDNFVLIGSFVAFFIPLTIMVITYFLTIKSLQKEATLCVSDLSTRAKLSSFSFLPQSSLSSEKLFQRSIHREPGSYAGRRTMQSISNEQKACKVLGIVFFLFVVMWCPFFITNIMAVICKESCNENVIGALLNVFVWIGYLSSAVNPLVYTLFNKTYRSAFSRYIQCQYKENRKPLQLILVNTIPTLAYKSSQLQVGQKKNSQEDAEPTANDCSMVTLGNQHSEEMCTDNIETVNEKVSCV
# Vif imaging = HIV Vif self-association inhibitors, primary screen, imaging, HEK293T, single point | HEK293T cells, Vif self-association by quenched fluorescence, 24 h | inhibition, % at 7.49 µM | 340,000 compounds, 0.35% hits | AID 602346, 2012; in the data active = inhibition above about 50%, passing the limit was not always enough; inconclusive = no clear call, values can overlap the other calls; inactive = below about 31%; also: some results filed as inactive read as strong as hits
# aDG glyco up = activators of alpha-DG glycosylation, primary screen, uHTS, Pro5-aDG cells, AlphaScreen. 360,000 compounds, 0.22% hits. activation, % at 10 µM. AID 624168, 2012. alpha-DG glycosylation AlphaScreen (IIH6); 0% Pro5, 100% B10-LARGE cell signal;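 active = activation of at least 8% versus controls, or a plate z-score of at least 8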;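 also: Pro5 are CHO cells carrying HIG-tagged alpha-DG that lacks glycosylation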
# H9c2 protect = cardioprotection against H2O2-induced cell death, primary screen, uHTS, H9c2 cells, ATPLite luminescence; H9c2 cardiomyocytes, H2O2 injury protection, 2 h; protection from H2O2 cell death, % at 20 µM; 360,000 compounds, 0.63% hits;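 active = compounds giving at least 50% protection of heart cells from peroxide-induced death in the single-dose screen, raw or plate-pattern-corrected value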;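 also: 0% = DMSO wells with peroxide and 100% = DMSO wells without peroxide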
# PDI turbidity = inhibitors of human PDI, primary screen, biochemical, turbidity, single point, plate reader. Protein disulfide-isomerase (Homo sapiens), P07237. PDI insulin aggregation turbidity, A650, 90 min. inhibition, % at 10 µM. 350,000 compounds, 0.052% hits. AID 588391, 2011;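 active = mean inhibition across replicates of 30% or more, whatever share of single replicates reach that level; inconclusive = mean inhibition below 30% while every single replicate reaches 30%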;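 also: absorbance from insulin aggregation driven by PDI reduction with DTT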
# Target sequence (P07237 whole entry, looked up): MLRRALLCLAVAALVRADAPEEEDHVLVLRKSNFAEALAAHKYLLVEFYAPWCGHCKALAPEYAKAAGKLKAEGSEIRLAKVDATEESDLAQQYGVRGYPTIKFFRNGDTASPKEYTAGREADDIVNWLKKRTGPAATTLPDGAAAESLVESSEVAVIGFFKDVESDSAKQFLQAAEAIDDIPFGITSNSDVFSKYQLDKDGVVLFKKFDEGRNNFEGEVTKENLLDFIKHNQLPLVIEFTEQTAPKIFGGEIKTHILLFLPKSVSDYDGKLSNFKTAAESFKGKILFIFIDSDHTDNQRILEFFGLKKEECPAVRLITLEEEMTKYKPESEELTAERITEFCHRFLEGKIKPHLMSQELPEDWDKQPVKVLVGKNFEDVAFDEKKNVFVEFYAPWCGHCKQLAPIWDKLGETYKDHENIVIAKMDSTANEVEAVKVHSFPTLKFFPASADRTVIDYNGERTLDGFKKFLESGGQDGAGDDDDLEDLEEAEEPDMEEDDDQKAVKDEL
# N-glyco inh = increase of ERlucT glycosylation luciferase signal, primary screen, N-linked glycosylation inhibitor project, D54 ERlucT cells, luminescence, set 2; D54 ERlucT glycosylation luciferase reporter, 24 h; percent of 100 nM tunicamycin response; reporter increase, % at 12.5 µM; 360,000 compounds, 0.23% hits;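 active = mean luciferase reporter signal, scaled so untreated is 0 and the glycosylation-blocking control 100, at or above a set limit in every replicate; inconclusive = mean reaches the limit but not every replicate does; inactive = mean below the limit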;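 also: luciferase carries N-glycosylation sites so blocking glycosylation raises the light; 0% = median of neutral control wells and 100% = median of 100 nM tunicamycin wells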
# ABCB6 inh MLPCN = ABCB6 transporter inhibitors, primary screen, K562-ABCB6 cells, flow cytometry, MLPCN library; ATP-binding cassette sub-family B member 6 (Homo sapiens), Q9NP58; K562-ABCB6 porphyrin accumulation, 1 h; hits give low values; fluorescence ratio to DMSO, % at 10 µM; 360,000 compounds, 0.19% hits;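 active = fluorescence ratio to DMSO below 75%, the collection mean minus 3 SD; inconclusive = too few cells collected in the well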;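 also: signal is porphyrin accumulated inside mitochondria; 100% equals median channel fluorescence of DMSO control wells; lower ratio means ABCB6 inhibition with less porphyrin fluorescence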
# The depositor's hits bear a star; ? = inconclusive; . = not tested or not shown.
# The line under a structure holds: Granule exo inh	CaV13 FRET inh	hiPSC survival	HTR2A ag	Vif imaging	aDG glyco up	H9c2 protect	PDI turbidity	N-glyco inh	ABCB6 inh MLPCN
1	COc1ccc(OCC(=O)N2CCC(n3nccc3NC(=O)C3CC3)CC2)cc1
→ 15	-5	0.9	5	14	0.1	0	-8	1	100
2	CCCOc1ccc(C2C(C(=O)c3ccc(C)o3)=C(O)C(=O)N2CCCn2ccnc2)cc1 (configuration not stated)
→ 0	-5	0.5	1	-2	0.3	-2	-1	2	90
3	COC(=O)CS(=O)(=O)c1ccsc1C(=O)Nc1ccc(F)cc1
→ -2	-4	0.4	1	-5	-0.4	2	1	1	100
4	CCC(=O)NC(=S)Nc1cccc(NC(=O)c2ccccc2)c1
→ 1	-3	0.7	-3	4	0.7	-1	2	0	97
5	O=C(CCCOc1ccccc1)Nc1ccccc1C(F)(F)F
→ -5	-5	0.6	-2	-5	-0.1	4	-8	0	97
6	O=C(COC(=O)CC12CC3CC(CC(Br)(C3)C1)C2)NC(=O)NCc1ccco1
→ -3	-6	0.7	3	1	0.0	5	-2	0	99
7	COc1ccc(CNC(=O)C(C)NCc2ccccc2Cl)cc1 (configuration not stated)
→ 10	-5	-0.6	6	-7	0.1	3	-4	1	109
8	CSCCC(NC(=O)c1ccccc1Cl)C(=O)N(C)CC(=O)Nc1ccc(N2CCOCC2)cc1 (configuration not stated)
→ 5	-5	0.1	-1	5	0.2	11	-6	0	98
9	O=CN1CCN(C(=O)Cc2ccc(Cl)cc2)CC1
→ 18	-11	4.6	-1	.	-0.2	2	2	2	101
10	COc1ccc(S(=O)(=O)Cc2ccc(C(=O)N3CCN(c4cccc(C)c4)C(C)C3)o2)cc1 (configuration not stated)
→ -2	3	-1.0	10	-14	-0.2	0	-3	11	109
11	COCC(=O)N(C)C[C@H]1Oc2ncc(Br)cc2C(=O)N([C@@H](C)CO)C[C@H]1C
→ 5	-5	0.4	-4	.	0.0	6	0	3	101
12	CCC(CC)C(=O)Nc1cccc(C(=O)N2CCCC2)c1
→ 1	-8	-0.8	-2	9	0.0	-2	17	0	92
13	Cc1ccc(Nc2nnc(SCC(=O)c3cc4ccccc4o3)s2)cc1C
→ 1	-6	-1.1	-3	-12	-0.1	-8	-3	0	93
14	C=CCCCCCCCCC(=O)NN
→ -1	-8	2.2	3	4	-0.2	-7	-26	3	101
15	COC(=O)Oc1nsnc1N1CCOCC1
→ 0	-7	3.0	-1	34	0.1	2	1	2	97
16	O=c1[nH]c(=O)n([C@H]2C[C@H](O)[C@@H](CO)O2)cc1F
→ -1	-4	-2.3	-3	4	0.0	4	0	-2	93
17	Cc1cccc(CN2C[C@]34C=C[C@@H](C[C@@H]3S2(=O)=O)O4)c1
→ 0	-10	2.2	-1	-5	-0.1	-2	-5	0	97
18	COC(=O)c1ccccc1NC(=O)c1ccc(Cn2cc(Cl)cn2)o1
→ 2	-2	-0.9	0	.	0.4	-1	-10	-4	98
19	CC(NC(=O)c1ccc2c(c1)OCO2)C(c1cccs1)N1CCOCC1 (configuration not stated)
→ -1	-5	-1.8	13	1	-0.1	1	4	2	100
20	O=C(COc1ccccc1Cl)N1CCNC1=O
→ 2	-14	-0.4	-5	6	-0.1	1	4	0	104
21	O=C(NN=C1CCCC1)c1ccc([N+](=O)[O-])cc1
→ 3	1	2.4	1	1	-0.1	2	0	1	99
22	Cc1nnc(SCc2cccc([N+](=O)[O-])c2)o1
→ 1	-7	-0.1	2	4	-0.1	-2	5	2	93
23	C=C(C)CNC(=S)N/N=C\c1ccc2c(c1)OCO2
→ -4	-2	1.5	3	-1	-0.1	3	3	-1	101
24	Cc1ccc(NC(=O)COc2ccc(-c3nnco3)cc2)cc1S(=O)(=O)N1CCOCC1
→ 12	-7	1.6	1	-5	0.4	-4	-2	-1	94
25	Cc1ccc(C(=O)C2=C(O)C(=O)N(CCCN3CCOCC3)C23C(=O)N(C)c2ccccc23)o1 (configuration not stated)
→ -3	.	1.9	-2	5	0.0	-6	-4	2	104
26	Cc1cc(C)cc(C(=O)N2CCCCCC2)c1
→ 0	-4	-1.8	9	-13	-0.1	6	-4	3	95
27	Cc1cc(NC(=O)COC(=O)COc2ccc3c(c2)CCC3)no1
→ 0	-4	-3.7	-3	0	-0.1	-2	-4	1	94
28	COc1ccccc1NC(=O)C(C/C=C(\C)Cl)C(C)=O (configuration not stated)
→ 5	-7	-1.6	-2	-6	0.3	0	-8	-1	101
29	Cc1ccc(NC(=O)NC(=O)N(C2CCCCC2)S(=O)(=O)c2ccccc2)cc1
→ -8	-4	2.5	2	1	-0.2	-4	-2	0	96
30	Cc1cc(C)nc(SCCC(=O)Nc2ccccc2)n1
→ -1	-9	-1.9	5	-1	-0.4	-2	6	2	106
31	Cn1c(SCC(=O)NC2CCCC2)nnc1-c1ccncc1
→ -4	-5	-0.3	9	-4	-0.1	4	-2	4	102
32	COc1ccc(CNC(=O)C2CCN(S(C)(=O)=O)CC2)cc1
→ 0	-5	-0.2	8	7	1.2	0	-3	2	102
33	N#Cc1c(-c2ccccc2)oc(=O)c2ccccc12
→ -1	-10	-0.5	3	-5	0.0	3	-1	1	108
34	O=C(Nc1ccccc1)c1cc(C2CCCN(C(=O)OCc3ccccc3)C2)on1 (configuration not stated)
→ 3	-10	-1.9	-4	-4	-0.1	-4	2	1	98
35	COc1ccccc1CNc1cc(CSc2ccc(Cl)cc2)nc(C)n1
→ 3	.	2.5	-8	5	0.4	-14	8	-2	108
36	COc1ccc(S(=O)(=O)N2CCOCC2)cc1NC(=O)COC(=O)C1COc2ccccc2O1 (configuration not stated)
→ -2	-3	1.9	-3	2	-0.2	2	-7	0	100
37	COc1cc(NC(=O)c2cc(C)no2)cc(OC)c1OC
→ -17	-18	-0.3	3	.	0.1	4	17	2	96
38	O=c1oc2ccccc2c(Nc2ccccc2)c1[N+](=O)[O-]
→ -8	-5	-0.3	1	2	0.1	15	1	1	88
39	CC(=O)CSc1nc(CCc2ccccc2)c(C#N)c(=O)[nH]1
→ 1	-2	0.5	8	-2	0.0	5	-4	1	98
40	O=C(Nc1ccccc1)c1nc2ccccc2s1
→ -7	-5	-1.9	-2	-9	0.0	-9	2	-14	98
41	Cc1cc(C(=O)N2CCc3ccccc32)n(-c2ccccc2)n1
→ -1	-6	-2.0	6	.	0.1	3	0	10	100
42	COc1cccc(COC(=O)CSCC(=O)Nc2cccc(C)c2)c1OC
→ -1	-3	-0.5	2	4	-0.2	-7	-1	-1	101
43	O=C(O)Cc1ccc(NC(=O)c2cnccn2)cc1
→ 0	-2	0.4	1	4	-0.4	11	14	0	101
44	Cc1ccc(C)c(N2N=C(C(=O)OCc3nnc(-c4ccccc4Br)o3)CCC2=O)c1
→ 3	-5	-1.7	1	12	-0.3	-2	1	4	99
45	COc1cccc(CN(C)C(=O)c2cc(-c3ccc(OC)c(OC)c3)nc3ccccc23)c1
→ 22	-7	1.1	10	1	-0.5	37	4	-3	98

# Look-ups from the list.
# Under ABCB6 inh MLPCN, compound 24 is entered as 94
# Under ABCB6 inh MLPCN, compound 36 is entered as 100

# From entry 31 as far as 38, as listed above:
# The line under a structure holds: Granule exo inh	CaV13 FRET inh	hiPSC survival	HTR2A ag	Vif imaging	aDG glyco up	H9c2 protect	PDI turbidity	N-glyco inh	ABCB6 inh MLPCN
31	Cn1c(SCC(=O)NC2CCCC2)nnc1-c1ccncc1
→ -4	-5	-0.3	9	-4	-0.1	4	-2	4	102
32	COc1ccc(CNC(=O)C2CCN(S(C)(=O)=O)CC2)cc1
→ 0	-5	-0.2	8	7	1.2	0	-3	2	102
33	N#Cc1c(-c2ccccc2)oc(=O)c2ccccc12
→ -1	-10	-0.5	3	-5	0.0	3	-1	1	108
34	O=C(Nc1ccccc1)c1cc(C2CCCN(C(=O)OCc3ccccc3)C2)on1 (configuration not stated)
→ 3	-10	-1.9	-4	-4	-0.1	-4	2	1	98
35	COc1ccccc1CNc1cc(CSc2ccc(Cl)cc2)nc(C)n1
→ 3	.	2.5	-8	5	0.4	-14	8	-2	108
36	COc1ccc(S(=O)(=O)N2CCOCC2)cc1NC(=O)COC(=O)C1COc2ccccc2O1 (configuration not stated)
→ -2	-3	1.9	-3	2	-0.2	2	-7	0	100
37	COc1cc(NC(=O)c2cc(C)no2)cc(OC)c1OC
→ -17	-18	-0.3	3	.	0.1	4	17	2	96
38	O=c1oc2ccccc2c(Nc2ccccc2)c1[N+](=O)[O-]
→ -8	-5	-0.3	1	2	0.1	15	1	1	88

# (cont.)
# The line under a structure holds: Granule exo inh	CaV13 FRET inh	hiPSC survival	HTR2A ag	Vif imaging	aDG glyco up	H9c2 protect	PDI turbidity	N-glyco inh	ABCB6 inh MLPCN
46	Cc1cc(C)nc(NS(=O)(=O)c2ccc(NC(=S)NC(=O)C(C)(C)C)cc2)n1
→ 4	-6	-1.7	4	-18	1.8	-2	-1	1	101
47	CC1Cc2cc(S(=O)(=O)NCCc3ccccc3)ccc2N1C(=O)C1CC1 (configuration not stated)
→ 1	-2	-0.3	-5	1	0.6	-11	8	1	97
48	COC(=O)C(Cc1ccc(OC(=O)c2ccc(C(F)(F)F)cc2)cc1)N1Cc2ccccc2C1=O (configuration not stated)
→ 2	.	-2.2	-2	22	0.0	-28	-5	0	93
49	CCOc1ccc(C(=O)Nc2ccc(Cl)cn2)cc1Cl
→ -1	-3	0.6	0	0	0.6	-7	18	-3	96
50	O=C1C=C(c2cccc(Br)c2)C[C@@H](c2ccc3c(c2)OCO3)C1
→ 2	-13	-0.5	-6	-1	0.6	5	3	-3	100
51	CCC(=O)Nc1ccc(C(=O)NCc2ccccn2)cc1
→ -3	-3	-0.3	3	3	-0.1	-2	-4	0	102
52	CNC(=S)N/N=C/c1c(C)c(C(=O)c2ccc(F)cc2)n2ccccc12
→ -33	-23	0.1	-2	2	2.1	21	-4	3	97
53	CC1(C(=O)NS(=O)(=O)C2CC2)CCN(C(=O)c2ccccc2F)C1 (configuration not stated)
→ 4	-12	1.5	7	?	0.0	-3	-1	2	100
54	CCCC1CC(c2csc(N)n2)CCO1 (configuration not stated)
→ -6	-3	4.5	2	4	0.1	-2	-1	-2	105
55	COc1ccc(N(C(=O)Cc2cccs2)C(C(=O)NC2CCCC2)c2ccncc2)cc1 (configuration not stated)
→ -22	-3	0.0	2	10	0.1	5	6	-1	100
56	CCOc1ccc(NC(=O)Cc2nnc(SCC(=O)N3CCOCC3)n2C)cc1
→ -10	-10	0.0	-2	-5	0.3	-2	8	3	96
